# Compound activity from PubChem.
# CSN inh: CSN deneddylation inhibition; Q92905; Purified CSN, SCF-Nedd8-OG deneddylation, fluorescence polarization; inhibition, % at 12.5 µM; 360,000 compounds, 0.38% hits;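 active = pattern-corrected inhibition above about 35%, with an unprinted fluorescence ratio check between 0.5 and 1.5, limit read from the data, passing the limit was not always enough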;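 also: 0% = enzyme with substrate and 100% = substrate without enzyme; some results filed as inactive read as strong as hits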
# Target sequence (Q92905 whole entry, looked up, one chain of several): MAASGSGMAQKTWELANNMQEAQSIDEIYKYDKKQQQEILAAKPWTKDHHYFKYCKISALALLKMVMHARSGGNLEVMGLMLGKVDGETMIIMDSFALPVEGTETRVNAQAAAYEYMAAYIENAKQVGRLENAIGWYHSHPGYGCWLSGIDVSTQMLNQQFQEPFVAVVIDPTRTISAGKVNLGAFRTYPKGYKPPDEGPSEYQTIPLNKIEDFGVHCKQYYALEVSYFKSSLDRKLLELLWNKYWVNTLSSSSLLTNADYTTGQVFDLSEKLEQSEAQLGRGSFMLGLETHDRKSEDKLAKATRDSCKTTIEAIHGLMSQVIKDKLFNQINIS
#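 Assay system: HEK293T-derived human Csn5 enzyme; quantity: 0.24 nM enzyme; medium: Tris/NaCl/DTT buffer, pH 7.5; also added: substrate SCFSkp2-Nedd8OG, 10 nM; doses: 12.5 µM compound; schedule: 90 min reaction at room temperature; signal: FP; read-out: % inhibition of substrate cleavage by Csn5; benchmarks: substrate-only high control, full reaction low control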
# NadD block: blocks S. aureus nicotinate mononucleotide adenylyltransferase; inhibition, % at 20 µM; 360,000 compounds, 0.78% hits; purified NadD enzyme, colorimetric absorbance read-out; AID 602399; in the data active = inhibition above about 26%; also: some compounds past the cut are filed as inactive
# Rpn11 block: Rpn11 (human) deubiquitinase inhibition; O00487; 360,000 compounds, 0.59% hits; AID 588493; calls only at 20 µM; human 26S proteasome, Ub4-pepOG fluorescence polarization; 20S core pre-blocked with epoxomicin;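 active = inhibition at 20 µM, scaled to each plate's controls, above about 33%, limit read from the data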
# SUMO1-SIM PPI: modulators of human SUMO1-mediated protein-protein interactions. P63165. SUMO1 binding to a labelled peptide, TR-FRET, 1 h. inhibition, % at 20 µM. 360,000 compounds, 0.33% hits. AID 602429; in the data active = inhibition above about 37%
# STEP block: blocks human striatal-enriched tyrosine phosphatase. recombinant STEP, OMFP fluorogenic substrate, fluorescence. inhibition, % at 20 µM. 360,000 compounds, 0.25% hits. AID 588621;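 active = inhibition at 20 µM, scaled per plate between control wells, above about 37%, limit read from the data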;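 also: 0% = DMSO with enzyme and substrate and 100% = substrate only without enzyme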
# Target sequence (P54829 whole entry, looked up): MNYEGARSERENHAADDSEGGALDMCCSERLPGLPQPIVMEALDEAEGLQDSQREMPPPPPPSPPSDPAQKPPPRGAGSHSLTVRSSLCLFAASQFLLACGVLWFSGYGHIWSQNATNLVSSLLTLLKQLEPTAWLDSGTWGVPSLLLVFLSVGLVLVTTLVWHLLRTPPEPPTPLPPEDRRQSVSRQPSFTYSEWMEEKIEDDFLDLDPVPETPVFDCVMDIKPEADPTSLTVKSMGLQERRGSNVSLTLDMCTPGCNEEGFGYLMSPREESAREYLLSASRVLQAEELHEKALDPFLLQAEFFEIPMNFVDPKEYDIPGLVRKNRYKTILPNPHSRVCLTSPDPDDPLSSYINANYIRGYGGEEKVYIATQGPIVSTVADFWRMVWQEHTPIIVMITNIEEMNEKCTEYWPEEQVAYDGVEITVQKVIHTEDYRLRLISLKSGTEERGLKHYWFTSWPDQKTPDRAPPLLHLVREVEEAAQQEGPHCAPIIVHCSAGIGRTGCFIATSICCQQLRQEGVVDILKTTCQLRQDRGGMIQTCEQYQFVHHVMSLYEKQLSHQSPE
#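 Also added – OMFP at 25 µM · Test system – STEP tyrosine phosphatase · Technique – FITC-channel fluorescence of OMFP product · Schedule – 20 min at room temperature, dark · Evaluation – control-normalized % inhibition with plate pattern correction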
# Scp-1 inhibitor: inhibitors of human Scp-1 phosphatase | Q9GZU7 | Recombinant Scp1, phosphopeptide, malachite green phosphate absorbance | inhibition, % at 20 µM | AID 493091 | 340,000 compounds, 0.88% hits;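 active = inhibition above about 50% at 20 µM, limit read from the data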;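 also: plate controls were DMSO wells with enzyme for no effect and wells lacking enzyme for full effect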
# Target sequence (Q9GZU7 76-261 limits assumed): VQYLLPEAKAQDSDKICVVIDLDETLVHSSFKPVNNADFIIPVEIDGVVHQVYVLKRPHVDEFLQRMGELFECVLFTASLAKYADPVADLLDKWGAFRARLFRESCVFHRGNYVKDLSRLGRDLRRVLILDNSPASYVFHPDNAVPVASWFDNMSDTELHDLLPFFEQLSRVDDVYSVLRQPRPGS
#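 Test system: SCP-1 phosphatase catalytic domain, residues 76-261 | Compound dosing: One concentration, 20 µM, with 1.0% DMSO | Schedule: 45 min room-temperature reaction, 5 min colour, 30 min stabiliser | Detection: Absorbance at 630 nm | Read-out basis: % inhibition of SCP-1 phosphate liberation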
# LMPTP inh: blocks human LMPTP phosphatase; P24666; recombinant LMPTP-A, OMFP fluorogenic substrate, fluorescence intensity; inhibition, % at 20 µM; 360,000 compounds, 0.22% hits;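 active = compounds that cut the enzyme signal by at least half of the control window in the single-dose screen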;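 also: plate controls were DMSO wells with enzyme plus substrate for no effect and substrate without enzyme for full effect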
#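 Test system: LMPTP-A phosphatase enzyme. Amount: LMPTP-A at 0.625 nM final in the reaction. Reagent: OMFP substrate, 400 µM final. Times: 50 min at room temperature. Signal: endpoint fluorescence intensity from OMFP dephosphorylation. Read-out basis: % inhibition. Benchmarks: no-enzyme and uninhibited controls.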
# Rin1-Abl PPI inh: human Rin1-Abl interaction inhibition | P00519+Q13671 | TR-FRET Rin1/Abl binding, biochemical | inhibition, % at 7.35 µM | 360,000 compounds, 0.4% hits | AID 588664; in the data active = inhibition above about 5%, passing the limit was not always enough
# DNMT1 inh: DNMT1 (human) enzyme inhibition. P26358. DNMT1 molecular beacon, Hinp1I cleavage, fluorescence. inhibition (reported as % activation of signal), % at 10 µM. 360,000 compounds, 0.83% hits. AID 588458; in the data active = inhibition above about 50%
# Neddylation inh: cullin neddylation inhibition | P61081+Q13564 | TR-FRET cullin neddylation, biochemical | calls only at 25 µM | 360,000 compounds, 0.58% hits; in the data active = inhibition above about 36%
# The depositor's hits bear a star; i = inactive; nt = no result given. Compounds were not picked by outcome; about 3.8% have a hit in one of these screens.
SMILES,CSN inh,NadD block,Rpn11 block,SUMO1-SIM PPI,STEP block,Scp-1 inhibitor,LMPTP inh,Rin1-Abl PPI inh,DNMT1 inh,Neddylation inh
C=C(C)C1Cc2cc3ccc(=O)oc3cc2O1 (centres undefined),1,-3,i,-3,-2,-1,-0.6,0,1,nt
COc1ccc(CN2CCN(Cc3ccc4ccccc4c3)CC2)cc1OC,4,-9,i,4,-1,-6,-3.2,1,1,i
CCN1C(C#N)=C(C#N)N=C(C)CC1(C)C,-8,-5,i,0,-4,-5,-1.3,2,-2,i
COc1ccc(CCNC(=O)CNS(=O)(=O)c2ccc(Br)s2)cc1OC,1,2,i,-2,-4,-8,-1.6,2,0,i
NS(=O)(=O)c1cccc(NC(=O)CC(NC(=O)c2ccccc2Cl)c2ccccc2)c1 (centres undefined),-2,-6,i,6,3,-12,-0.8,-1,0,i
O=C(c1cc2c(s1)CCC2)N1C(=O)c2ccccc2S1(=O)=O,-9,6,i,-4,3,3,-0.2,-10,1,i
O=c1c2ccccc2nc(/C=C/c2ccc([N+](=O)[O-])cc2)n1CCCO,1,-2,i,-26,2,3,-0.4,-4,-3,i
CN1CCC(N2CCN(C3CN(Cc4ccccc4)S(=O)(=O)C3)CC2)CC1 (centres undefined),-3,-4,i,7,-3,nt,-4.0,-2,7,i
C/C(=N\NC(=O)c1ccc(O)cc1)c1cc2ccccc2o1,-3,0,i,-15,-1,-2,-0.1,3,-1,i
COCCNC(=O)c1ccccc1NS(=O)(=O)c1ccc(Br)s1,-6,-3,i,-1,1,-13,-1.0,-1,2,i
O=C(Cc1ccc(Cl)cc1)NCCc1cnc[nH]1,-2,-2,i,-2,0,-3,-0.8,-1,-2,i
O=C(c1ccco1)N1CCN(CC(O)COc2ccc3oc4ccccc4c3c2)CC1 (centres undefined),-3,-5,i,0,2,3,1.9,5,-6,i
Brc1ccc(NCc2cccc3ccccc23)nc1,-2,-4,i,4,2,-2,1.8,3,2,i
O=C(c1ccccc1Cl)N1CCN(c2ncccn2)CC1,1,-1,i,3,-4,-7,-0.6,-1,-3,i
COc1cccc(-n2nnc3c(=O)n(CC(=O)Nc4ccccc4C)cnc32)c1,8,1,i,5,6,26,-0.7,-3,9,i
CCC(=O)NC(c1ccco1)c1cc(Cl)c2ccccc2c1O (centres undefined),-9,-11,i,-9,0,-7,0.7,-5,-10,nt
Cc1ccc(-c2onc3ccc(C4(C)OCCO4)cc23)cc1,4,2,i,-8,2,-4,2.1,-3,2,i
COc1ccc(S(=O)(=O)N2CCCCC2)cc1NC(=O)c1ccc(N2CCCC2=O)cc1,-2,3,i,0,0,-13,-0.8,3,1,i
O=C(Nc1ccc(Nc2ccccc2)cc1)c1ccc(Cl)cc1Cl,-5,7,i,5,-2,-14,3.1,0,-7,i
CS(=O)(=O)N(Cc1ccccc1)c1ccc(C(=O)N2CCN(c3cccc(Cl)c3)CC2)cc1,-1,9,i,0,2,0,4.6,0,-14,i
COc1cc(NC(=O)Nc2nc(C(N)Cc3ccc(C(F)(F)F)cc3)cs2)cc(OC)c1OC (centres undefined),35,15,i,-17,5,nt,0.2,1,-33,i
CCOC(=O)c1coc(CNC(=O)c2c(C)oc3c2CCCC3)c1,-3,-3,i,1,-6,0,-1.5,5,4,i
O=C(CSc1nc(-c2ccccc2)c(-c2ccccc2)[nH]1)NCc1ccco1,2,-9,i,1,-2,-4,2.3,-1,-9,i
O=C1CC2(CCCCC2)CC(=O)N1CCc1ccccc1,5,-3,i,6,3,-13,0.7,2,2,i
O=C(O)c1ccc2oc(=O)c(S(=O)(=O)c3ccc(F)cc3)cc2c1,-2,-3,i,-3,-5,-5,-0.3,1,1,i
NC(=O)COc1ccc(/C=N/NS(=O)(=O)c2ccccc2)cc1,0,-7,i,-1,2,-10,-2.8,0,-2,i
Cc1ccccc1OCC(=O)Nc1nnc(-c2ccco2)s1,-3,2,i,4,0,-1,-2.1,-2,5,i
O=C(Nc1ccc2oc(=O)ccc2c1)c1ccc2ccccc2c1,5,-3,i,-5,0,-7,1.3,-1,0,i
CCOC(=O)C1=C(COC(=O)[C@@H]2CCCN2S(=O)(=O)c2ccc(C)cc2)NC(=O)NC1C (some centres undefined),-3,6,i,9,-1,1,-0.3,-3,0,i
Cc1cccc(NC(=S)N(CCN2CCOCC2)Cc2cc3cc4c(cc3[nH]c2=O)OCCO4)c1,-4,9,i,2,-4,-4,1.9,2,-2,i
COC(=O)C1CCN(C(=O)c2ccc(Cl)c(S(=O)(=O)NCc3ccco3)c2)CC1,-1,-5,i,0,-2,2,-0.8,-2,0,i
COC(=O)CCn1[nH]c(=O)c2ccccc2c1=O,-3,-5,i,-3,-2,-8,-0.5,-1,3,i
CCOC(=O)C1CCCN(C(=O)c2cncc(Br)c2)C1 (centres undefined),-3,-5,i,-1,-2,3,-2.8,-1,1,i
O=C(c1ccccc1)c1ccccc1NC(=O)C1CCCN1Cc1ccccc1 (centres undefined),0,-7,i,5,3,-8,0.2,0,6,i
COc1ccccc1NC(=S)N1CCN(C(=O)c2ccco2)CC1,-1,-3,i,2,-2,7,-0.2,-1,1,i
CCOc1ccc(CN(C)C(=O)c2ccc(NS(=O)(=O)c3ccc4[nH]c(=O)[nH]c4c3)cc2)cc1,1,6,i,4,-1,-10,0.1,-1,7,i
CC(=O)c1cc(CN2CCN(Cc3ccc(C)cc3)C(CCO)C2)cs1 (centres undefined),4,-2,i,5,-1,-5,-1.0,2,-2,i
COC(=O)c1cccc(NC(=O)CSc2nnc(C)n2C)c1,5,-4,i,1,0,-2,1.1,0,-1,i
Cc1ccc(S(=O)(=O)N2CCC(C(=O)NCC3CCCO3)CC2)cc1 (centres undefined),-3,-7,i,3,-1,-7,-0.9,0,1,i
Cc1ccccc1NC(=O)N(C(C)C)C(C)C,-1,-2,i,-1,0,-2,-2.3,2,3,i

# Two successive records out of the list so far:
SMILES,CSN inh,NadD block,Rpn11 block,SUMO1-SIM PPI,STEP block,Scp-1 inhibitor,LMPTP inh,Rin1-Abl PPI inh,DNMT1 inh,Neddylation inh
CCOC(=O)C1CCCN(C(=O)c2cncc(Br)c2)C1 (centres undefined),-3,-5,i,-1,-2,3,-2.8,-1,1,i
O=C(c1ccccc1)c1ccccc1NC(=O)C1CCCN1Cc1ccccc1 (centres undefined),0,-7,i,5,3,-8,0.2,0,6,i

# Remaining list, next part:
SMILES,CSN inh,NadD block,Rpn11 block,SUMO1-SIM PPI,STEP block,Scp-1 inhibitor,LMPTP inh,Rin1-Abl PPI inh,DNMT1 inh,Neddylation inh
CCOC(=O)C1=C(C)N(Cc2ccccc2)C(=O)NC1c1ccccc1OS(=O)(=O)c1ccccc1[N+](=O)[O-] (centres undefined),-4,7,i,-3,-1,-7,3.4,0,-1,i
O=C(COC(=O)CNC(=O)c1ccccc1F)Nc1ccc(Cl)cn1,2,-1,i,8,3,-5,-1.2,3,2,i
CCNC(=O)CN(C1CCCCC1)S(C)(=O)=O,-16,0,i,-1,-2,-5,-0.9,2,4,i
CCc1nnc(NC(=O)CSc2nnc(CNC(=O)c3ccc(OC)c(OC)c3)o2)s1,3,3,i,3,0,-14,0.2,1,8,i
O=C(C1CC1)N1CCN=C1SCc1ccc(Cl)cc1,2,-2,i,-1,-3,9,0.0,2,1,i
O=C(c1ccccc1)N1CCN(CCc2ccccn2)CC1,1,1,i,1,0,2,-1.0,3,1,i
O=C(c1ccc(Cl)cc1)c1cnc2ccccn12,-1,-6,i,-1,0,0,1.0,3,-2,i
CC(SC1=NCCS1)C(=O)Nc1nnc(-c2ccc(Cl)cc2)s1 (centres undefined),0,-5,i,1,2,-14,1.4,-1,-5,i
CC(C)c1ccc(NC(=O)c2cc(S(=O)(=O)N3CCCCC3)c[nH]2)cc1,1,0,i,3,1,-10,0.5,-3,14,nt
Cc1nn(C(C)C(=O)NCCC2=CCCCC2)c(=O)c2nn(-c3ccccc3)c(C)c12 (centres undefined),-3,1,i,-3,-3,-9,-1.7,2,0,i
Cc1ccc(C(C(=O)NC2CCCCC2)N2CCC3(CC2)OCCO3)cc1 (centres undefined),-3,-3,i,-1,2,0,0.3,-1,-2,i
Cc1ccc(C)c(CSc2ncccc2C(=O)O)c1,-1,2,i,5,-4,-7,-1.6,3,3,i
S=C(Nc1cc(Cl)cc(Cl)c1)N1CCN(c2ccccn2)CC1,2,-4,i,5,4,-4,1.7,-4,2,i
Cc1cc(C)c(NC(=O)CSc2nc3ncc(Cl)cc3[nH]2)c(C)c1,3,-6,i,2,1,-9,-0.8,2,1,i
O=C(Nc1ccc(F)c(Cl)c1)c1cc(C2CCCCN2C(=O)C2CC2)on1 (centres undefined),-7,-4,i,0,2,nt,1.6,-1,-1,i
CC1=C(C#N)C(c2ccc3ncccc3c2)C(C#N)=C(C)N1,-1,-5,i,-5,-7,-5,-1.6,-4,-1,i
NC(=O)Nc1ccc(C(=O)OCC(=O)N(Cc2ccccc2)C2CCS(=O)(=O)C2)cc1 (centres undefined),-3,2,i,1,-2,-1,-0.8,3,-1,i
O=C(CSc1n[nH]c(=O)[nH]c1=O)Nc1ccccc1C(=O)c1ccccc1,-4,-3,i,4,11,3,-0.4,0,-2,i
CCCCN(CCCC)CCNC(=O)CNC(=O)c1cccs1,-3,-8,i,-2,-1,-11,-1.8,-3,1,i
C/C(=N/N1CCN(c2ccccc2)CC1)c1cccc([N+](=O)[O-])c1,-7,-3,i,-13,-2,-11,2.2,-1,0,i
COc1ccc(C)cc1NC(=O)NCCC1=CCCCC1,4,-5,i,-4,2,-1,-0.4,-1,8,i
CN(C)CCNC(=O)c1cccc(-c2cnc3c(NC=O)cc(-c4cccs4)cn23)c1,5,12,i,51*,4,nt,-2.0,-12,-5,i
COc1cc(C2C3CN(C)CC=C3C(C#N)=C(N)C2(C#N)C#N)ccc1OC(C)C (centres undefined),-9,9,i,-15,-3,-8,-0.8,-5,-7,i
Cc1ccc(C(=O)SC2=NCCS2)cc1,-1,2,i,0,-1,-8,0.3,4,16,i

# Full records, looked up by structure:
# NC(=O)Nc1ccc(C(=O)OCC(=O)N(Cc2ccccc2)C2CCS(=O)(=O)C2)cc1 (centres undefined) reads CSN inh = -3; NadD block = 2; Rpn11 block = i; SUMO1-SIM PPI = 1; STEP block = -2; Scp-1 inhibitor = -1; LMPTP inh = -0.8; Rin1-Abl PPI inh = 3; DNMT1 inh = -1; Neddylation inh = i
# COC(=O)CCn1[nH]c(=O)c2ccccc2c1=O reads CSN inh = -3; NadD block = -5; Rpn11 block = i; SUMO1-SIM PPI = -3; STEP block = -2; Scp-1 inhibitor = -8; LMPTP inh = -0.5; Rin1-Abl PPI inh = -1; DNMT1 inh = 3; Neddylation inh = i
# COc1ccc(S(=O)(=O)N2CCCCC2)cc1NC(=O)c1ccc(N2CCCC2=O)cc1 reads CSN inh = -2; NadD block = 3; Rpn11 block = i; SUMO1-SIM PPI = 0; STEP block = 0; Scp-1 inhibitor = -13; LMPTP inh = -0.8; Rin1-Abl PPI inh = 3; DNMT1 inh = 1; Neddylation inh = i
